Source: PubChem (several laboratories)
Tb hexokinase: T. brucei hexokinase 1 inhibition; recombinant TbHK1, G6PDH-coupled NADH A340; inhibition, % at 10 µM; hit rate 0.11% among 220,000;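 active = inhibition of 50% or more in the single-dose primary screen; inactive = inhibition below 50%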
Furin inhibitor: human furin inhibition. P09958. purified furin, fluorogenic substrate cleavage. inhibition, % at 30 µM. hit rate 0.061% among 220,000; in the data active = inhibition above about 25%; note: inactives centre near -15
m-calpain inh: calpain II (pig) inhibition | inhibition, % at 16 µM | hit rate 0.37% among 220,000 | purified calpain II, fluorogenic peptide substrate, 30 min;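 active = inhibition above about 50%, limit read from the data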
PPC-1+TRAIL kill: kills PPC-1 cancer cells in the presence of TRAIL. PPC-1 cells + TRAIL, ATPLite viability luminescence. cell killing (% activity), % at 4 µM. hit rate 0.41% among 220,000. AID 1443;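 active = cell killing above 50% in the first pass at 4 µM, then a duplicate retest at 5 µM averaging 50% or more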;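 note: plate controls were cells with TRAIL plus DMSO for no effect and medium-only wells lacking cells for full effect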
zfTRPN1 agonist: activates the zebrafish TRPN1 channel. HEK293 zebrafish TRPN1-YFP, Fluo-8 calcium fluorescence; 100% = response to 87 µM carbachol. activation, % at 3 µM. hit rate 0.18% among 220,000;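 active = activation above its plate's cutoff, the mean activation of test wells on that plate plus 3 SD, cut at about 19% in these data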;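 note: 0% = DMSO alone and 100% = 87 µM carbachol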
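System: zebrafish TRPN1-YFP in HEK293 cells / Dosing: 3 µM single point / Timing: dye loading 1 h at 37 °C, then 30 min room temperature / Signal: Fluo-8 calcium fluorescence, excitation 470-495 nm, emission 515-575 nm / Read-out basis: percent activation from peak over basal fluorescence ratio, control-normalized / Control set: high carbachol 87 µM, low DMSO alone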
TRPML3 agonist: agonists of human TRPML3 channel. Q8TDD5. HEK293 TRPML3-YFP, Fluo-8 calcium fluorescence; 100% = the carbachol control signal. hit rate 0.29% among 220,000. activation, % at 3 µM;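 active = activation above its plate's cutoff, the mean activation of the plate's test wells plus 3 SD, cut at about 12% in these data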;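 note: 0% = DMSO only wells and 100% = carbachol wells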
Target sequence (Q8TDD5 whole entry, looked up): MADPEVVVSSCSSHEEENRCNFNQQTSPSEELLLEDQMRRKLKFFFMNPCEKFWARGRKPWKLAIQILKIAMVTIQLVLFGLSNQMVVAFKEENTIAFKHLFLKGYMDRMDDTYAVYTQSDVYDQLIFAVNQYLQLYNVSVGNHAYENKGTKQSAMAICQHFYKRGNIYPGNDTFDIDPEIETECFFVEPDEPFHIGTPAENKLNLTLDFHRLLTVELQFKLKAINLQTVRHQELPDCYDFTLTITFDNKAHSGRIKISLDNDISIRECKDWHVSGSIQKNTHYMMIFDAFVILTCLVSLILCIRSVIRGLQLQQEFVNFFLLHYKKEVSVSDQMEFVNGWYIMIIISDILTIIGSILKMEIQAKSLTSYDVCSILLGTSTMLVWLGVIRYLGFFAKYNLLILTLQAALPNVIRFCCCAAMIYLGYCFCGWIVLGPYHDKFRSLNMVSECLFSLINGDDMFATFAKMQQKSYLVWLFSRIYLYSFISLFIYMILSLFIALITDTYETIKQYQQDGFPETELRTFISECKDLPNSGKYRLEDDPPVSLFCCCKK
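Test system: HEK293 cells stably carrying human TRPML3-YFP; Doses: single dose, 3 µM final nominal compound, 0.3% DMSO final; Schedule: dye loading 1 h 37 °C then 30 min ambient, 125 s read; Technique: Fluo-8 calcium fluorescence; Benchmarks: high control carbachol 87 µM, low control DMSO.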
EBV gp42 inh: inhibitors of Epstein-Barr virus glycoprotein 42; Q1HVG2; Fluorescence polarization binding assay, mP read-out; inhibition, % (tested at 21.74 µM); hit rate 0.42% among 220,000; in the data active = inhibition above about 50%
Target sequence (Q1HVG2 whole entry, looked up): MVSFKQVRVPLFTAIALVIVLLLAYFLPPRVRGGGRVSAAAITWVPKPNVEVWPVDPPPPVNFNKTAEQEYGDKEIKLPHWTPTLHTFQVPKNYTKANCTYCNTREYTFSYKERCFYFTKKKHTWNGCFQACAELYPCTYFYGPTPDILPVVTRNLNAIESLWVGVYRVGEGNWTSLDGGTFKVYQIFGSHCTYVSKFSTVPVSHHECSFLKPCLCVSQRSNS
Cl transport mod: KCC2 (human) Cl- transport modulation; KCC2 cells, thallium flux FluoZin-2 fluorescence; hit rate 2.2% among 190,000; B-score of Tl+ flux slope (higher = more flux/activation; lower = inhibition) at 10 µM;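 active = thallium flux slope and its plate-corrected score both differing from the plate sample mean at a set confidence after two filtering rounds, in either direction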;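 note: slope of fluorescence scaled to starting intensity during 10 to 20 s after thallium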
thrombin 1536: blocks human thrombin protease activity; P00734; alpha-thrombin, Boc-VPR-AMC fluorogenic substrate cleavage; inhibition, % at 5 µM; hit rate 0.26% among 220,000; AID 1046;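 active = inhibition at or above 40%; inactive = inhibition below 40%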;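 note: 0% = enzyme with no compound and 100% = wells without enzyme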
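Material: Human alpha-thrombin protein | Buffer or medium: pH 7.5 Tris-saline with Tween 20 | Reagent: Boc-VPR-AMC substrate, 15 µM final | Schedule: Reaction at ambient temperature | Detection: AMC fluorescence at 355 nm excitation and 460 nm emission | Evaluation: Percent inhibition scaled between no-compound controls and no-enzyme blanks | Controls: no-compound enzyme wells and no-enzyme blanks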
Active calls of the source: *; / = no result given; [ ] = dose if it differs, or a comment.

Screens in order – Tb hexokinase, Furin inhibitor, m-calpain inh, PPC-1+TRAIL kill, zfTRPN1 agonist, TRPML3 agonist, EBV gp42 inh, Cl transport mod, thrombin 1536
COc1ccc(OCC(=O)Nc2ccc(S(=O)(=O)N3CCOCC3)cc2)cc1
→ 4, -2, 1, 0, 1.9, -0.1, -23, -0.14, -5
O=C(/C=C/c1ccccc1)n1cnnc1SC/C=C/c1ccccc1
→ 0, -13, -6, -13, 2.1, -0.2, -2, 0.5, 36
O=C(c1ccccc1)n1ccc2ccccc21
→ -5, -17, 29, -4, -1.9, -0.1, -4, 0.79, 2
Oc1ccccc1-c1cc(C(F)(F)F)nc(-c2ccccc2)n1
→ -8, -20, -5, 16, 1.3, 0.4, -6, -0.18, -3
CCCN1CCC(N2CCCC(C(=O)O)C2)CC1 (stereo not drawn)
→ 14, -2, 18, 21, 0.5, 0.6, -8, 1.1, 45*
O=C(CSc1n[nH]c(=O)n1C1CC1)NCc1ccccc1Cl
→ 1, -23, 11, 17, -0.3, 0.3, -11, 0.067, -4
OCCN1CCN(C(=S)Nc2ccc(Oc3ccccc3)cc2)CC1
→ -4, -26, 36, 19, 2.3, 1.3, -22, -1.1, -1
CCCCCCCCNC(=S)NCCN1CCCCC1
→ 6, -25, 27, 10, 1.9, 0.5, -6, -0.19, 0
Cn1c(=O)c2cc(S(=O)(=O)N3CCN(c4cccc(C(F)(F)F)c4)CC3)ccc2n(C)c1=O
→ -10, -11[20 µM], 7, 4, -0.7, 0.3, -4, /, 3
Cc1c(=O)n(OCc2c(F)cccc2F)c2ccccc2[n+]1[O-]
→ -6, -15[20 µM], /, /, 0.0, 0.6, /, 0.38, /
CSCCC1NC(=O)N(CC(=O)Nc2ccc(Br)cc2Br)C1=O (stereo not drawn)
→ -8, -14, -24, -5, 1.1, 0.2, -11, 0.67, -14
Cc1cc(=O)n2nc(N3CCCC(C(=O)NCCc4ccccc4)C3)sc2n1 (stereo not drawn)
→ 1, -6, -4, -12, -0.8, 0.9, -7, 0.59, 0
CC(C)(C)NCc1cccn1-c1sc2c(c1C#N)CCCC2
→ 5, -23, 16, 16, 0.1, 0.5, 8, 0.66, -5
CCOc1ccc(Cc2onc3c2C(=O)CCC3)cc1OCC
→ -10, -28, -14, -6, -0.5, 0.3, 1, -0.35, -21
Fc1ccc(N2CCN(Cc3cn[nH]c3-c3ccccc3)CC2)cc1
→ 1, -7, 23, 14, -0.9, 0.2, -2, -0.88, -7
N#CC1(c2ccccc2)CCCN1C(=O)c1ccccc1Cl (stereo not drawn)
→ 1, -25[20 µM], -30, 3, -0.2, 0.3, -5, -0.57, 6
Cn1nnc(NC(=O)CSc2ccc(Cl)cc2)n1
→ -5, -20[20 µM], -4, 36, -0.4, 0.3, -11, 0.3, 1
CC(=O)Nc1ccc(S(=O)(=O)NNC(=O)c2ccc(C)cc2)cc1
→ -3, -2[20 µM], -3, 14, 0.0, 0.2, -11, 0.49, 4
COc1ccc(C(=O)c2ccc(Cl)cc2)cc1
→ 1, -13[20 µM], 1, 17, -1.2, 0.1, -10, /, 8
COc1ccc(C2CC(c3c(-c4ccccc4)c4cc(Cl)ccc4[nH]c3=O)=NN2C(=O)CCC(=O)O)cc1 (stereo not drawn)
→ -15, -14, -136, 6, 2.5, 0.1, -1, 0.16, -3
COc1cccc(-c2nc(CC(=O)O)cs2)c1OC
→ -3, -13, -40, -7, 0.0, 0.9, -6, /, 0
Cc1nc(N2CCN(S(=O)(=O)c3ccccc3)CC2)c2c3c(sc2n1)CC(C)CC3 (stereo not drawn)
→ -12, -24, -7, 18, 0.3, 1.7, 8, /, -2
CCSc1nc2ccccc2n1CC(N)=O
→ 0, -14[20 µM], 9, 23, -0.2, 1.2, -4, /, -3
COc1ccc(Br)cc1S(=O)(=O)NNC(=O)c1c(C)nc2ccccn12
→ 0, -27, -16, 13, 2.3, 0.5, -9, -0.53, -4
CC(CN(C)Cc1ccccc1)OC(=O)c1ccccc1F (stereo not drawn)
→ -1, 6, 19, 8, -1.4, -0.5, -6, 0.92, -4
CCCCN(C)C(=O)C1CCN(Cc2ccccn2)CC1
→ 16, -4, -51, 1, 1.3, 0.5, -3, 0.74, 1
O=C(O)CCCCCCNC(=O)c1cncc(O)c1
→ -4, -23, -30, 7, 0.7, 0.7, -12, -0.69, -12
Cc1ccc(SCC(=O)NCCCN2CCOCC2)cc1
→ 7, -14[20 µM], 11, -5, -0.5, 0.9, -6, -0.084, -1
c1ccc2oc(SCc3nc4ccccc4s3)nc2c1
→ 8, 2, -4, 3, -0.2, -0.7, -10, -0.56, -8
COc1cccc(OC)c1OCCCOc1c(OC)cccc1OC
→ -5, -13[20 µM], -19, 6, -2.4, -0.4, -7, -0.1, -1
CC(=N[C@@H]1CCCC[C@H]1N=C(C)c1ccccc1O)c1ccccc1O
→ -4, -13, -2, -2, 0.3, 1.0, 0, 0.7, 3
CCNC(=S)N1CCN(c2ncccn2)CC1
→ 2, -3, 24, 12, 0.0, 0.5, -3, /, -1
CC1CN(C2=Nc3cccc4cccc2c34)CC(C)O1 (stereo not drawn)
→ -3, -8, -103, 10, -1.1, 0.1, 35, -1.6, -13
O=C(CN1CCOCC1)Nc1ncc(Cc2ccccc2Cl)s1
→ -3, -20[20 µM], 9, 11, 1.3, -0.9, -17, /, 0
Cc1ccc(C(=O)Nc2ccc(-c3csc(C)n3)cc2)cc1
→ -6, -23, -49, 11, 5.8, 2.9, -19, 0.019, -12
O=C(CC1Nc2cccc3cccc(c23)NC1=O)Nc1ccccc1 (stereo not drawn)
→ 18, -6, 23, 24, -1.3, 0.5, 0, -1, -9
COc1ccc(Cn2nnnc2CN2CCc3ccccc32)cc1
→ 0, -13, -67, 26, -0.9, -0.2, -7, -0.75, 1
CCCc1nc2oc3c(=O)[nH]cnc3c2c2c1CCCC2
→ -1, -12, -13, 11, 0.0, 0.5, -20, -0.62, 5
CC(C)c1ccc(NC(=O)C(c2ccc3c(c2)OCO3)N2CCC3(CC2)OCCO3)cc1 (stereo not drawn)
→ -6, -1, 10, 20, -0.8, 0.2, 0, -0.66, -7
NC(N)=NS(=O)(=O)c1ccc(N)cc1
→ 1, -12, -19, 8, 0.5, 1.1, -4, 0.58, -6
O=C(c1cccs1)N1CCN(C/C=C/c2ccccc2)CC1
→ 4, -17, 20, 22, 0.5, 1.3, -4, -0.0018, -6
O=S1(=O)CCN2C(c3ccco3)=CSC2=N1
→ 2, -25, 21, 4, 1.6, 1.1, -7, /, -8
c1coc(CNC2CCCCC2)c1
→ 6, 2[20 µM], -14, 24, 0.4, 0.1, -10, 1.5, -1
Cc1nc2ccc(S(=O)(=O)NC(CC(C)C)C(=O)O)cc2s1 (stereo not drawn)
→ 7, -12, 14, 4, 2.1, 1.0, 3, /, 0
COc1ccc(/C=C/C(=O)Nc2nonc2NC(C)=O)cc1
→ -31, 3, 13, 20, 1.8, -0.1, -8, -0.57, 2
O=C1NC(C(=O)O)=CC(c2ccc([N+](=O)[O-])cc2)N1 (stereo not drawn)
→ -21, 7, 11, 26, 0.3, -0.5, -16, -0.47, -11
NC(=O)C(CC(=O)O)NC(=O)[C@@H]1CCOc2c(I)cc([N+](=O)[O-])cc2C(=O)N[C@@H](CO)C(=O)N[C@@H](Cc2ccc(O)cc2)C(=O)N1 (stereo partly drawn)
→ -9, -11, -28, 17, 0.9, 0.5, -2, -0.56, 1
CCOC(=O)c1c(NC(=S)NCCc2ccccc2)sc2c1CC(C(C)C)OC2 (stereo not drawn)
→ -14, -16, 1, 14, 0.4, 0.6, 9, 8.9*, 9
Cc1ccc(C(=O)NCC(=O)OCC(=O)NCCc2ccccc2)s1
→ -1, -22, -23, -5, -1.3, 0.1, 0, -2, -1
O=C(O)c1ccc(NS(=O)(=O)/C=C/c2ccccc2)cc1
→ 0, -25, -4, 15, 0.1, -0.1, -15, 0.12, -3
CCCn1nnnc1NC(=O)COc1ccc(Br)cc1
→ -2, -22, 28, 10, -1.6, 1.1, -10, 0.83, -5
O=C(Nc1cccc(S(=O)(=O)N2CCCCC2)c1)c1ccccn1
→ 2, -22, -24, 13, -0.3, 0.5, 8, 0.69, -2
O=c1c2ccccc2nnn1Cc1ccc2ccccc2c1
→ -5, -16, 13, 27, -1.1, 0.5, 0, 0.23, 0
CCOC(=O)c1c(-c2cccs2)csc1NC(=O)CN1CCOCC1
→ -5, -13, -37, 8, -1.9, -1.5, -6, -1.4, 5
O=C(N/N=C/c1ccc(OC(F)F)cc1)c1cccc(S(=O)(=O)N2CCOCC2)c1
→ -2, -19, -38, 16, 2.4, 2.8, -4, 0.32, -2
COc1ccc2c(c1)CCc1c(C(=O)Nc3ccc(OC)c(OC)c3)noc1-2
→ -11, -22, -17, 10, 1.4, 0.7, -14, /, -11
COc1cc(/C=N/NC(=O)C(Cc2c[nH]c3ccccc23)NC(=O)OCC(C)C)cc([N+](=O)[O-])c1O (stereo not drawn)
→ -15, 0, -34, -3, 0.5, -0.7, 19, 0.097, 5
COc1ccc(N2C(=O)CC(Sc3n[nH]c(-c4ccccc4)n3)C2=O)cc1 (stereo not drawn)
→ -2, -5, -7, 29, -2.3, -0.9, -27, -0.92, -7
COc1ccc(CCNC(=O)c2cccnc2)cc1OC
→ -3, -26, -3, 12, 0.6, 0.8, -29, /, -4
CC1=NNC(=O)/C1=C\c1cn(-c2ccccc2)nc1-c1ccc(Cl)cc1
→ -11, -19[20 µM], -27, 2, 1.0, 1.0, -11, 0.24, 4

Following part:
Screens in order – Tb hexokinase, Furin inhibitor, m-calpain inh, PPC-1+TRAIL kill, zfTRPN1 agonist, TRPML3 agonist, EBV gp42 inh, Cl transport mod, thrombin 1536
O=C(NCCC1=CCCCC1)c1ccc(F)cc1
→ 3, -20, -4, 24, 0.3, 0.1, -8, 0.44, -9
O=C(NC1CCCCC1)C(c1ccccc1)N(Cc1ccco1)C(=O)Cn1cnc2ccccc21 (stereo not drawn)
→ -6, -12, 2, 35, -1.5, -1.4, 11, /, 14
CCN(C(=O)Cn1nc(C(=O)O)c2ccccc2c1=O)C1CCCCC1
→ 4, 2, 19, 17, 1.0, 0.1, -14, -1.2, 8
COc1cc(NC(=O)CSc2nc(C)cs2)cc(OC)c1
→ -7, -21[20 µM], -10, 25, -0.2, -0.3, -9, 1.4, -8
COc1ccc(C2C(C(=O)c3cccs3)=C(O)C(=O)N2c2cccc(C)n2)cc1 (stereo not drawn)
→ -26, -7, -36, 8, -1.0, 0.2, -5, -2, 4
Cc1ccccc1NC(=S)N(Cc1ccco1)C(C)c1cccs1 (stereo not drawn)
→ 2, -16, -7, 1, 2.0, 0.8, 0, 0.23, 4
